Compound activity deposited in PubChem BioAssay by Icahn School of Medicine at Mount Sinai.
RBX1-CUL1 inh: inhibitors of human ROC1-CUL1 ubiquitin ligase activity. 140,000 tested, 0.6% active. inhibition, % at 10 µM. in vitro K48 di-Ub FRET, acceptor:donor ratio, 45 min. E3 ubiquitin-protein ligase RBX1 (Homo sapiens) + Cullin-1 (Homo sapiens), P62877+Q13616; in the data active = inhibition above about 25%
Target sequence (P62877 whole entry, looked up): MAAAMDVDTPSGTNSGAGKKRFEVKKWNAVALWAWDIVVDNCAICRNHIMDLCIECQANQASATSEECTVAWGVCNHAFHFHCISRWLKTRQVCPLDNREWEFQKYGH
Target sequence (Q13616 whole entry, looked up): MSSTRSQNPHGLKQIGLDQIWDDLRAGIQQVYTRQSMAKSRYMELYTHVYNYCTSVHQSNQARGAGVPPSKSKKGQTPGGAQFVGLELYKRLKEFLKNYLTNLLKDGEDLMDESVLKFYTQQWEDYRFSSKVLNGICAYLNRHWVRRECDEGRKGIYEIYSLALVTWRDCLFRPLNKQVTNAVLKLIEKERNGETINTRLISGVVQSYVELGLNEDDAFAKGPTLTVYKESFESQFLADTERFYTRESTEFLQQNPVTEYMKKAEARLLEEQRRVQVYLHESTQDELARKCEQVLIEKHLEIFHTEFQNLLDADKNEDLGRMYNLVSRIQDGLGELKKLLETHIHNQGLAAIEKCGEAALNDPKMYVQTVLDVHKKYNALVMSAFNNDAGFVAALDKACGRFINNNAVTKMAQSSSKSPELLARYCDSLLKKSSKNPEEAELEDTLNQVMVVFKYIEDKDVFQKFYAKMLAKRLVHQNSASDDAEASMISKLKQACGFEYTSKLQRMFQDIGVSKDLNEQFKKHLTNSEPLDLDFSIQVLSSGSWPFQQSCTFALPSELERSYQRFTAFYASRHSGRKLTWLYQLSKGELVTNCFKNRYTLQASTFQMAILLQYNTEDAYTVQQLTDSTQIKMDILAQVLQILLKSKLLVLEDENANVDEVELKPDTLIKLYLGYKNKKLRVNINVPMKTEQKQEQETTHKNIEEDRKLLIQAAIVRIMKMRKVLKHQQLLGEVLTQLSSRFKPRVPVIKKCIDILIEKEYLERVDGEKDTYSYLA
* = called active by the depositor; & = joins results of further samples.

The first 2 compounds, to show the layout:
SMILES | RBX1-CUL1 inh
CC(=O)N1CCc2c(sc3c2c(=O)n(Cc2ccccc2)c(=O)n3Cc2cccc(Cl)c2)C1 | -11
COc1cccc(C(=O)N2CCN(CCc3ccncc3)CC2)c1 | -4

All compounds of this part, from the first entry:
SMILES | RBX1-CUL1 inh
CC(=O)N1CCc2c(sc3c2c(=O)n(Cc2ccccc2)c(=O)n3Cc2cccc(Cl)c2)C1 | -11
COc1cccc(C(=O)N2CCN(CCc3ccncc3)CC2)c1 | -4
Cc1noc(CC(Cc2onc(C)c2[N+](=O)[O-])c2ccc(F)cc2)c1[N+](=O)[O-] | -8
CCOc1ccc2nc(NC(NC(=O)CC(C)C)(C(=O)OC)C(F)(F)F)sc2c1 (stereo not drawn) | 3
CCN(CC)c1ccc(NS(C)(=O)=O)cc1 | 6
Cc1c(CC(=O)NCC(C)O)c2c(n1CC(C)C)CC(C)(C)CC2=O (stereo not drawn) | 2
O=S(=O)(c1ccc2cccc3c2c1CC3)N1CCSC1c1ccc(Cl)cc1Cl (stereo not drawn) | 4
O=c1c2oc3ccccc3c2n(Cc2ccccc2Cl)c(=O)n1Cc1ccc2c(c1)OCO2 | -4
COc1ccc(NC(=O)CSCc2cnn(-c3ccccc3)c2-n2cccc2)cc1 | 5
Cc1ccc(N2CC(NC(=O)C3CC3)CC2=O)cc1C (stereo not drawn) | -3
COc1cc(/C=C2/C(=O)NN(c3ccc(F)cc3)C2=O)cc(Cl)c1O | -3
Cc1nn(C)cc1CN(C)C(=O)CC1(c2ccccc2)CC(=O)N(Cc2cccs2)C1=O (stereo not drawn) | 4
CCOc1ccc(S(=O)(=O)N2CCN(c3ccccc3C)CC2)cc1 | 2
COc1ccc(NC(=O)C2CCN(c3cnccn3)CC2)cc1Cl | -12
CCOC(=O)N1CCN(C2=Cc3ccccc3Sc3ccccc32)CC1 | -3
O=C(Oc1ccc(Cl)cc1)c1ccc(-c2ccccc2Cl)o1 | 0
Cc1ccc(C)c(OCC(=O)N2CCCc3ccccc32)c1 | 16
COC(=O)/C=C/c1cc(Br)sc1NC(C)=O | 16
CCOC(=O)n1c(-c2cc3ccccc3n2C(=O)OCC)cc2ccccc21 | -3
Cn1c(=O)c2nc(Oc3ccccc3Cl)n(C)c2n(C)c1=O | 1
CCc1c(C)c(C#N)c2nc3ccccc3n2c1N1CCN(C2CCCCC2)CC1 | 1
CC(C)Oc1ccc(CN2CC[C@@H](N3CCN(c4ccccn4)CC3)[C@H](O)C2)cc1CO | -8
O=C(NCC(c1ccc2c(c1)OCO2)N1CCN(c2ccccc2)CC1)c1ccc(F)c(F)c1 (stereo not drawn) | -5
Cc1cccc(N2CCN(C(=O)Cn3nc(C)c4sc5ccccc5c4c3=O)CC2)c1C | -5
COc1cccc(CN(Cc2ccco2)c2cnc(S(C)(=O)=O)nc2C(=O)Nc2cccc(Cl)c2C)c1 | -9
Cc1sc2ncn(CC(=O)N3CCN(c4ccc(F)cc4)CC3)c(=O)c2c1S(=O)(=O)N1CCC(C)CC1 | 0
O=C(Nc1nc(-c2ccccc2)cs1)C(F)F | 2
CC(C)(C)NC(=O)c1coc(COc2cccc(F)c2F)n1 | 1
O=C(Cn1cc(SCc2ccc(C(F)(F)F)cc2)c2ccccc21)N1CCCCCC1 | -7
CCCn1nnnc1NC(=O)COc1ccc(CC)cc1 | -1
Brc1ccc2c(c1)CNc1c(ncnc1N1CCCCC1)O2 | 3
CC1CC(=O)NN=C1c1ccc(NC(=O)/C=C/c2ccccc2Cl)cc1 (stereo not drawn) | -2
Cn1cnnc1SCC(=O)N1CCCC(CO)(Cc2ccc(F)cc2)C1 (stereo not drawn) | 4
N#Cc1c(NC(=O)CSc2nnc(-c3ccco3)n2-c2ccccc2)sc2c1CCCC2 | 4
CC(C)C(NC(=O)c1ccc2c(c1)OCO2)C(=O)N/N=C\c1cccs1 (stereo not drawn) | -8
COc1ccccc1N1CCN(/N=C(\C)c2ccco2)CC1 | -2
CCOc1ccccc1NC(=O)CCS(=O)(=O)c1cccc2nsnc12 | -4
CC(C)(C)n1cnc2cc(NCc3ccccc3Cl)ccc21 | 6
COc1cc(CC2(CCC(=O)N(C)Cc3nc(-c4ccccc4)no3)CCC(=O)N2)ccc1F (stereo not drawn) | 13
O=[N+]([O-])c1cccc(-c2nc(-c3ccccc3Cl)no2)c1 | -7
Cc1cc(C=Nc2c(C)n(C)n(-c3ccccc3)c2=O)ccc1O | 6
CC(C)Oc1ccc(C(=O)NC2CCCCC2)cc1 | 5
CCCCOc1ccccc1C1C(C#N)C(=N)SC(=N)C1C#N (stereo not drawn) | 2
N#CC1C(=N)Oc2n[nH]c(-c3ccc4ccccc4c3)c2C1c1ccncc1 (stereo not drawn) | 2
CCc1ccccc1NC(=O)C1(C)Cc2ccccc2C(=O)O1 (stereo not drawn) | -5
COc1ccc(-c2nnc(SCc3cccc(Cl)c3)o2)cc1 | -2
O=C(NCC1CC(Cc2ccc(F)cc2)=NO1)c1cc(F)c(F)cc1F (stereo not drawn) | 15
CCN=C1CC=CC=C(C(=O)/C=C/c2ccc(Br)cc2)C1=O | 86*
COc1cc(C)ccc1OCc1nc(C(=O)N(C)Cc2ccncc2C)co1 | 0
O=C(Nc1ccccc1C(=O)O)c1cc(S(=O)(=O)c2ccccc2)ccc1Cl | -5
COC(=O)c1sccc1S(=O)(=O)N(CC(=O)Nc1ccc(C)cc1)c1ccccc1 | -9
O=C(Nc1ccc(O)c(-c2nc3ccccc3o2)c1)c1ccc(Br)cc1 | -1
CCOc1ccc(-c2nnc(NC(=O)c3cccc(C)c3)s2)cc1 | 3
CC(C)Oc1ccccc1/C=C1/N=C(c2ccccc2Br)OC1=O | -19
COCCN(Cc1ccc(F)c(OC)c1)CC1CCCN(C2Cc3ccccc3C2)C1 (stereo not drawn) | -6
CC1(C)CC(=O)c2c(nc3sc(C(=O)c4ccc5c(c4)OCCO5)c(N)c3c2-c2ccccc2)C1 | 2
Cc1cc(C(=O)NC2CCCN(C3CCN(C)CC3)C2)n[nH]1 (stereo not drawn) | 0
COc1cc(OC)cc(C(=O)Oc2ccc(O)c(C(C)(C)C)c2)c1 | 1
COc1cc(CC2=NC(=S)NC2=O)ccc1OCC(=O)O | -2
COCCCn1ccc(-c2cccc(-c3ccc(OC)nn3)c2)n1 | 12

The list goes on:
SMILES | RBX1-CUL1 inh
COc1ccccc1N1CCN(C(=O)Cn2cnc3sc(C)c(S(=O)(=O)N4CCC(C)CC4)c3c2=O)CC1 | -7
C/C(=N\NC(=O)c1cccc(Cl)c1)c1ccc(N)cc1 | 3
CCOC(=O)C1(Cc2ccccc2)CCCN(Cc2nccn2CC)C1 (stereo not drawn) | -1
CCCCc1ccc(NC(=O)CSc2nc3ccccc3nc2N2CCOCC2)cc1 | -16
COc1cccc(CNCCSc2nnnn2-c2ccccc2)c1OC | -4
C=CCC(=O)NC(C)c1cnc(N(C)C2CCCCC2)nc1C (stereo not drawn) | -3
Cc1ccc(C(=O)Nc2cc(Cl)ccc2C(F)(F)F)cc1 | 3
Cc1cc(C)n(-c2ncc(-c3ccccc3)s2)n1 | -2
C=CCSc1nc2c(c(=O)n1C1CCCC1)C1(CCCCC1)Cc1ccccc1-2 | 7
Cc1ccc(-c2csc(NC(=O)C(F)(F)F)c2C(=O)OC(C)C)cc1 | 14
O=S(=O)(Cc1ccc(F)cc1)N1CCC(Cc2ccccc2)CC1 | 5
CCCc1nnc2sc(-c3ccccc3Cl)nn12 | 0
C=CCNc1sc(C(C)=O)c(C)c1C(C)=O | 6
COc1ccccc1/C=C1\SC(=O)N(CCC(=O)N2c3ccccc3Sc3ccc(Cl)cc32)C1=O | 0
O=C(CN1C(=O)COc2ccc(S(=O)(=O)NC3CCCC3)cc21)NCc1ccc(Cl)cc1 | 5
CCOC(=O)c1cnc2c(C)cc(Cl)cc2c1NCCc1ccc(OC)c(OC)c1 | 13&12
O=C1C2C3CCC(C3)C2C(=O)N1c1ccc2ccccc2c1 (stereo not drawn) | -4
CSc1ccc(CNC(C)(C)CO)cc1 | 2
Cc1ccccc1CN1CCC(CN(Cc2cccnc2)C(=O)C(C)N2CCCC2=O)CC1 (stereo not drawn) | -3
Cc1cc(C)c(S(=O)(=O)NCCS(=O)(=O)N2CCN(c3ccccc3)CC2)c(C)c1 | 2
O=C(CSc1nnnn1-c1ccccc1)Nc1ncc(Cc2ccccc2Cl)s1 | 6
C#CCN(C(C)=O)c1ccc(C(=O)OC)cc1 | -10
C#CCOc1ccc(/C=C2\C(=O)N(CC)C(=S)N2c2ccc(OCC)cc2)cc1OC | -2
C(=N\Nc1nn[nH]n1)/c1cccnc1 | -1
Cc1ccc(-n2c(SCC(=O)N/N=C/c3ccc(C)o3)nnc2-c2ccccc2)cc1 | -8
CC(=O)NC1C(=O)NC(=S)N(c2ccccc2)C1=O (stereo not drawn) | -9
Cc1nc(N(C)C2CCCCC2)ncc1C(C)NCc1ccccn1 (stereo not drawn) | -9
COc1ccc(CCN2C(=O)C(=O)C(C(=O)c3ccco3)C2c2cccs2)cc1OC (stereo not drawn) | 2
O=S(=O)(Nc1ccc(S(=O)(=O)Nc2nccs2)cc1)c1ccc(F)cc1 | 0
COc1ccc(CC(=O)NC2CC(=O)N(c3cccc(F)c3)C2)cc1 (stereo not drawn) | -4
COc1cc(OC)c(NC(=O)c2cnn(-c3ccccc3)c2-n2cccc2)cc1Cl | -1
Cc1ccc(S(=O)(=O)c2ccc(Cl)cc2)cc1S(=O)(=O)NC(C)C(=O)O (stereo not drawn) | -3
O=C(c1ccccc1)C(Sc1nc2ccccc2o1)c1ccc(Cl)cc1 (stereo not drawn) | 1
CCOC(=O)N1CCN(C2CCCN(C(=O)CC3CCCC3)C2)CC1 (stereo not drawn) | -9
COC(=O)Cc1c(C)c2cc3c(c(C)c2oc1=O)OCN(CCc1ccc(OC)cc1)C3 | 4
CN(c1ccc(C(=O)NC(C)(C)C)cc1)S(C)(=O)=O | -4
Cc1ccc(S(=O)(=O)c2nc(-c3ccco3)oc2SCC(C)C)cc1 | -9
Cc1ccc(Nc2nsc(Nc3ccc(C)cc3)n2)cc1 | -4
Nc1c(C(=O)Nc2cccc(Br)c2)sc2ncccc12 | -7
CCCN(CCC)S(=O)(=O)c1ccc(NS(=O)(=O)c2ccccc2)cc1 | 7

3 of these compounds in another layout:
| structure | RBX1-CUL1 inh |
| --- | --- |
| Cc1nc(N(C)C2CCCCC2)ncc1C(C)NCc1ccccn1 (stereo not drawn) | -9 |
| CN(c1ccc(C(=O)NC(C)(C)C)cc1)S(C)(=O)=O | -4 |
| C(=N\Nc1nn[nH]n1)/c1cccnc1 | -1 |

More records
SMILES | RBX1-CUL1 inh
CCCC(=O)Nc1ccc(F)cc1 | -4
O=C(Nc1ccc(CN2CCOCC2)cc1)c1sc2ccccc2c1Cl | 2
COc1ccc2cc(Br)ccc2c1CC(=O)Nc1cccnc1 | -5
CCN(CC)C(=O)c1cccc(NS(C)(=O)=O)c1C | 1
CCN1C(=O)/C(=C\c2ccc(N(CC)CC)o2)C(=O)N(c2ccc(Cl)cc2)C1=S | 23
COC(=O)C(C(C)C)N1C(=O)/C(=C\c2ccc(OC)cc2)SC1=S (stereo not drawn) | -6
COC(=O)c1sccc1-c1ccsc1C(=O)OC | -3
Cc1c(CC(=O)NCCn2cccn2)c2c(n1CC(C)C)CC(C)(C)CC2=O | 3
COc1cc(C(=O)Nc2nnc(S(=O)(=O)N(C)c3ccccc3)s2)cc(OC)c1OC | -8
O=C1CN(S(=O)(=O)CCOc2ccccc2)CC(=O)N1CCc1ccccc1 | 11
CC1C(=O)Oc2ccccc2C1=O (stereo not drawn) | -7
NC1=NNC(=O)C1N=Nc1ccc(S(N)(=O)=O)cc1 (stereo not drawn) | -2
COc1cc(OC)c(NC(=O)CN2CCCN(Cc3ccccc3C)S2(=O)=O)cc1Cl | 3
COc1ccc(-c2nn3c(-c4ccncc4)nnc3s2)cc1OC | 5
Fc1cc(F)c2ncc3c(-c4ccccc4)nn(-c4cccc(Cl)c4)c3c2c1 | -7
C=CCC(O)(CC=C)CNC1CCN(c2ccc(NC(=O)CCc3ccccc3)cc2)CC1 | -5
COc1cc(NC(=O)C(NC(=O)C2CCC(C)CC2)C(C)C)cc(OC)c1OC (stereo not drawn) | -11
O=C(COc1ccc(C=C2C(=O)NC(=S)NC2=O)cc1)Nc1ccccc1 | 8
COc1ccc(-n2nc(C(=O)Nc3ccc(C)cn3)c3c4ccccc4n(C)c3c2=O)cc1Cl | 4
CCCCNC(=O)c1sc2ncccc2c1-n1cccc1 | 0

4 entries from above, reformatted.
O=C1CN(S(=O)(=O)CCOc2ccccc2)CC(=O)N1CCc1ccccc1
- RBX1-CUL1 inh = 11

CC1C(=O)Oc2ccccc2C1=O (stereo not drawn)
- RBX1-CUL1 inh = -7

NC1=NNC(=O)C1N=Nc1ccc(S(N)(=O)=O)cc1 (stereo not drawn)
- RBX1-CUL1 inh = -2

COc1cc(OC)c(NC(=O)CN2CCCN(Cc3ccccc3C)S2(=O)=O)cc1Cl
- RBX1-CUL1 inh = 3

Going on with the list.
SMILES | RBX1-CUL1 inh
CSc1nc(C(=O)N2CCC(N3CCC(C(=O)NC(C)C)CC3)CC2)cs1 | 10
Cc1sc(NC(=O)c2ccc(F)cc2)c(CN2CCCCCC2)c1C | 1
Cc1ccc(NC(=O)C(C)c2cccc(C(=O)c3ccccc3)c2)cc1Cl (stereo not drawn) | -4
COCc1nn2c(C)cc(C)nc2c1-c1ccccc1 | 2
O=C(CSc1nnc(NC(=O)C23CC4CC(CC(C4)C2)C3)s1)c1ccc(F)cc1 | -4
O=C1Nc2ccccc2C1=Nc1ccc(Br)c(Cl)c1 | 4

Only part of the results is shown; rates above refer to the full screens.
